Compound activity (PubChem BioAssay)
PKA-R1A activ – activates the PKA-R1A holoenzyme complex; hit rate 0.083% among 340,000; activation, % at 11.4 µM; PKA-R1A dissociation, Cy5-IP20 fluorescence polarization; scaled: DMSO 0%, 113 µM cGMP 100%; P00514+P68181;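 active = percent activation above the mean of all tested compounds plus 3 SD, cut at about 19% in these data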;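 also: higher means more PKAc released from R1A so a rise in polarization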
Mot1-301 SUMO – inhibitors of SUMOylation pathway: yeast Mot1-301 growth rescue | AID 2716 | hit rate 1% among 320,000 | S. cerevisiae Mot1-301 growth rescue, ATP luminescence, 38.5C; percent above DMSO median, 100 means doubled | growth rescue, % at 18.8 µM;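 active = every valid replicate shows activation above 250% relative to neutral control wells; inactive = the rest, any valid replicate at or below 250%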;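 also: OY570 slx delta 5 strain wells were the positive control but not used for scaling; some compounds called inactive have numbers as strong as hits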
phage Ecoli inh – E. coli growth loss with phage present; growth absorbance; inhibition, % at 11.9 µM; hit rate 0.26% among 360,000; in the data active = inhibition above about 11%
AddAB inh – less growth of phage-infected E. coli with AddAB | E. coli expressing H. pylori AddAB, absorbance growth | hit rate 0.29% among 330,000 | inhibition, % at 11.9 µM; in the data active = inhibition above about 12%;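 also: 0% = vehicle wells of infected cells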
DSG3 Ab inh – blocks pemphigus antibody binding to human desmoglein-3. binding (percent of control), % at 10 µM. DSG3-coupled beads, scFv-anti-DSG3-GFP binding, flow cytometry; hits give low values. hit rate 0.48% among 310,000;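 active = binding more than 3 SD below its plate's average and above zero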;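 also: hits lower antibody fragment binding to DSG3; some compounds called inactive have numbers as strong as hits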
OPRM1-OPRD1 ag – OPRM1-OPRD1 heterodimerization agonism | activation, % at 9.3 µM | hit rate 0.3% among 340,000 | P35372+P41143 | cells, luminescence; in the data active = activation above about 18%;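 also: 0% = vehicle-treated cells and 100% = reference agonist; values of inactives mirror those of a sister screen read the other way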
Target sequence (P35372 whole entry, looked up): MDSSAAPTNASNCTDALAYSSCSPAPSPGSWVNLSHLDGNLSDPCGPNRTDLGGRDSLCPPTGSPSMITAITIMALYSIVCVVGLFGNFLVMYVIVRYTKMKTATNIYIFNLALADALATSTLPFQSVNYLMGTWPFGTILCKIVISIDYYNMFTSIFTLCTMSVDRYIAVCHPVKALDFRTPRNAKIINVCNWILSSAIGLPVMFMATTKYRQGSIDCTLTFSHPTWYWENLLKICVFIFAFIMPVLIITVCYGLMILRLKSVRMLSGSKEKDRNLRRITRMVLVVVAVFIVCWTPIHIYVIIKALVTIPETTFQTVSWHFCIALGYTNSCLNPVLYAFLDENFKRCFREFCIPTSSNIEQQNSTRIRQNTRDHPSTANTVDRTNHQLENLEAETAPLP
Target sequence (P41143 whole entry, looked up): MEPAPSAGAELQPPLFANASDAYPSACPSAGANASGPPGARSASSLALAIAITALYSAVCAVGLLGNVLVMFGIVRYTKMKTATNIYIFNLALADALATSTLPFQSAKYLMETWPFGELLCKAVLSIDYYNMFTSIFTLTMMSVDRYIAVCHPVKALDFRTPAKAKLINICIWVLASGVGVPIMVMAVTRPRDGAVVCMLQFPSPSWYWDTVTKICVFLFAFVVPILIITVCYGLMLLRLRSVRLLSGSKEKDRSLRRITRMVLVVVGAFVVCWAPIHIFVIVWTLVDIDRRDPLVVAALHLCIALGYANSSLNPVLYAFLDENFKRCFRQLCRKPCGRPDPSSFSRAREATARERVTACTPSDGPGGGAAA
PfHsp90 set2 – growth inhibition of yeast expressing Plasmodium Hsp90; inhibition, % at 9.4 µM; hit rate 0.32% among 310,000; S. cerevisiae expressing PfHsp90, BacTiter-Glo ATP, 48 h; yeast lacking PDR1 and PDR3 efflux regulators;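 active = every replicate shows inhibition above about 80%, whatever the replicate mean, limit read from the data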;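 also: 0% = DMSO neutral controls and 100% = 20 µM radicicol positive controls; yeast relying on Plasmodium falciparum Hsp90 in place of its own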
HTR5A inv ctr – inverse agonist of human HTR5A in OPRM1-OPRD1 counter-screen; P47898; HTR5A cell line, luminescence, inverse agonism; inhibition, % at 9.3 µM; hit rate 0.083% among 340,000; AID 504634; in the data active = inhibition mostly above about 23%, no sharp cut-off; inactive = mostly below about 18%;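 also: 0% = cells with DMSO and 100% = no-cell wells with DMSO; some compounds called inactive have numbers as strong as hits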
OPRM1-OPRD1 inv – inverse agonist of human OPRM1-OPRD1 heterodimerization. hit rate 0.21% among 340,000. P35372+P41143. inhibition, % at 9.3 µM. cell-based MOR-DOR heterodimer luminescence, inverse agonism; in the data active = inhibition above about 22%, passing the limit was not always enough;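 also: 0% = cells with DMSO and 100% = wells without cells with DMSO; values of inactives mirror those of a sister screen read the other way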
HTR5A ag ctr – HTR5A agonism, opioid heterodimer counter-screen | activation, % at 9.3 µM | hit rate 0.61% among 340,000 | HTR5A agonist assay, luminescence, cell-based | AID 504692 | P47898; in the data active = activation mostly above about 9.5%, no sharp cut-off; inactive = mostly below about 7.6%;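 also: 0% = cells with vehicle only and 100% = reference agonist; strong numbers were not always called active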
E coli growth – bacterial growth inhibition, counter-screen for AddAB inhibitors | inhibition, % at 11.9 µM | hit rate 0.27% among 330,000 | E. coli V3065 growth, OD600 absorbance, 18 h;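 active = inhibition above the campaign's mean inhibition across all tested compounds plus 3 SD, cut at about 9.9% in these data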;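 also: uninfected addAB+ strain grown without phage in ampicillin broth; 0% = DMSO wells and 100% = ciprofloxacin 0.95 µg/ml wells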
The depositor's hits bear a star; / = not tested or not shown.

SMILES	PKA-R1A activ	Mot1-301 SUMO	phage Ecoli inh	AddAB inh	DSG3 Ab inh	OPRM1-OPRD1 ag	PfHsp90 set2	HTR5A inv ctr	OPRM1-OPRD1 inv	HTR5A ag ctr	E coli growth
COc1ccc(N=C2SC(C(=O)Nc3ccc(F)cc3)CC(=O)N2C)cc1 (stereo not given)	1	-10	0.6	0.0	112	-0.2	/	9	1	-4	0.8
O=c1[nH]cnc2c1ncn2[C@@H]1O[C@H](COS(=O)(=O)O)[C@@H](O)[C@H]1O	2	-9	0.2	1.9	101	-1.6	/	7	9	0	0.1
COc1ccc(N2CCN(C(=O)CCCC(=O)c3ccccc3)CC2)cc1	2	307	1.1	9.2	110	-0.8	4	-11	4	4	-1.6
CCOCCCn1c(SCC(=O)NC(C)C)nc2ccccc2c1=O	-11	10	0.9	2.1	95	4.8	12	-40	-24	4	-0.1
O=C(CNC(=O)[C@@H]1Cc2ccccc2CN1)NC1CCCCC1	-3	-10	1.0	2.0	100	-4.0	25	19	21	5	-0.2
CC(C)N1CCC(N2CCN(Cc3ccc(-c4ccccc4Cl)o3)CC2CCO)CC1 (stereo not given)	-3	3	4.1	-0.2	101	0.0	-113	-1	0	0	-0.9
O=C(NC(=S)NC1CCCCC1)c1ccc(F)cc1	1	-4	2.7	3.2	102	3.2	2	-10	-22	0	0.3
COc1ccc(S(=O)(=O)N2CCCCCC2)cc1C(=O)N(C)Cc1ccc(C)cc1	1	348	2.6	0.7	112	-0.8	7	1	5	0	0.2
CCN(C[C@H]1N[C@@](Cc2ccccc2)(C(=O)OC)[C@H]2C(=O)N(Cc3ccccc3)C(=O)[C@@H]12)C(=O)COC	-5	/	2.8	0.3	99	-3.2	1	1	15	0	-0.9
CN(CC(=O)Nc1cc(S(=O)(=O)N2CCOCC2)ccc1Cl)C1CCS(=O)(=O)C1 (stereo not given)	15	67	3.7	5.7	105	-1.1	11	3	6	-1	1.0
CCOC(=O)c1ccc(NC(=O)c2cn(-c3ccccc3)nc2-c2ccncc2)cc1	-5	-6	1.5	0.8	107	1.1	12	-6	-6	2	0.8
Cc1cccc(NC(=O)CSc2ccc(-c3ccco3)nn2)c1C	-1	-7	1.0	-1.2	114	-1.0	-2	3	6	-1	-0.9
COC(=O)C(NC(=O)c1ccco1)(Nc1nc(C)cs1)C(F)(F)F (stereo not given)	9	19	-2.0	3.0	/	-3.0	-13	3	13	3	-0.7
CCc1c(C)c2cc(Cl)c(O)c(CN(C)C)c2oc1=O	-8	-4	2.1	-0.9	100	-0.4	5	-37	2	-1	-1.9
Cc1ccc(NNC(=O)C(=O)N2CCCCC2)cc1	-10	165	0.0	-3.0	102	-5.4	0	3	28*	-1	-3.1
COc1cc(C(=O)OCC(=O)NC(=O)NC2CCCCC2)cc(Cl)c1OC	-11	-22	2.2	1.2	103	6.5	-31	-11	-44	4	-0.6
COc1ccccc1OCC(=O)NNC(=O)c1c(-c2ccccc2Cl)noc1C	9	-7	3.1	1.0	96	-0.3	3	-3	2	1	-1.6
C/C(=N\n1cnnc1)c1ccccc1	9	-10	4.0	4.0	104	0.0	50	-1	0	2	1.4
COc1cc(C(=O)NNC(=S)NC(=O)c2ccc3c(c2)OCO3)cc(OC)c1OC	/	36	-1.8	-4.0	103	/	/	/	/	/	-4.8
CCOC(=O)C1=C(COC(=O)C2(C)CC2(Cl)Cl)NC(=O)NC1c1ccc(OC)cc1 (stereo not given)	1	-8	5.0	3.1	102	-0.7	-29	4	4	4	1.8
CCOc1ncccc1C(=O)NCC1COc2ccccc2O1 (stereo not given)	-9	227	4.5	4.2	109	-1.8	/	11	9	2	2.8
COc1cccc(C(=O)Nc2ccc3c(c2)CCCN3C(=O)c2cccs2)c1OC	5	-2	2.7	1.5	99	0.9	1	-1	-4	0	-0.4
Cc1nn(Cc2ccccc2)c(C)c1/C=N/NC(=O)c1ccncc1	5	-3	0.0	-0.5	105	-0.6	7	-20	3	2	-0.8
Cc1cc(C)c2sc(N(CCN(C)C)C(=O)c3c(F)cccc3F)nc2c1	1	-28	1.4	-0.3	98	3.3	24	5	-16	3	-4.7
Cc1cc(C)c(NC(=S)N(CCCN2CCOCC2)Cc2cccnc2)c(C)c1	0	1	2.1	1.0	100	-1.7	2	14	9	-1	1.8

The final 2 entries of the section before lead into the next:
SMILES	PKA-R1A activ	Mot1-301 SUMO	phage Ecoli inh	AddAB inh	DSG3 Ab inh	OPRM1-OPRD1 ag	PfHsp90 set2	HTR5A inv ctr	OPRM1-OPRD1 inv	HTR5A ag ctr	E coli growth
Cc1cc(C)c2sc(N(CCN(C)C)C(=O)c3c(F)cccc3F)nc2c1	1	-28	1.4	-0.3	98	3.3	24	5	-16	3	-4.7
Cc1cc(C)c(NC(=S)N(CCCN2CCOCC2)Cc2cccnc2)c(C)c1	0	1	2.1	1.0	100	-1.7	2	14	9	-1	1.8
CC(C)(CN1CCOCC1)NS(=O)(=O)c1ccccc1	4	-15	2.4	1.4	94	-4.0	10	-7	19	2	-2.3
CCN(CC)C(=O)C1=C(C)NC(=S)NC1c1cccs1 (stereo not given)	-11	-6	2.6	-1.9	102	-0.7	15	-10	5	-1	-3.0
O=C(NCC(c1ccco1)N1CCCCC1)c1cccc(S(=O)(=O)Nc2ccccc2Cl)c1 (stereo not given)	-9	6	0.2	3.9	107	0.5	-6	4	-3	-6	-0.8
CCOC(=O)c1ccccc1NC(=O)COC(=O)c1ccc(C)c(S(=O)(=O)N2CCOCC2)c1	5	-3	1.7	-0.7	96	0.1	8	-17	0	2	0.1
CCOC(=O)c1ccc(Nc2ncccc2[N+](=O)[O-])cc1	-5	-11	-1.7	-1.3	100	15	/	-13	-71	4	-1.0
CCNc1cc2c(cc1O)CCC1C2CCC2(C)C(O)CCC12 (stereo not given)	6	/	0.0	/	91	1.3	-23	-11	-6	3	/
O=C(CCSc1ccccc1)NCCSc1ccccn1	-1	-3	1.4	1.2	102	-1.9	-12	-44	12	4	0.5
Cc1nc(COc2ccc(C(=O)NCc3ccccc3CN3CCCCC3)cc2)cs1	0	-23	0.3	1.6	105	-5.3	-4	8	21	3	-2.5
CC(C(=O)NC1CCCC1)N(C(=O)CS(=O)CC(=O)Nc1ccc(F)cc1)c1ccc2c(c1)OCCO2 (stereo not given)	-1	1	1.6	0.1	104	-1.0	-1	-5	6	2	-0.9
CCOC(=O)CNC(=O)N1CCCC(Cc2ccccc2)(C(=O)OCC)C1 (stereo not given)	-2	-13	2.0	-0.7	113	-1.0	6	9	5	-2	-2.0
COc1cc(/C=C(\CC(=O)O)c2nc3ccccc3s2)ccc1OCC(=O)Nc1ccccc1F	4	/	2.7	/	109	-2.4	18	-11	10	-2	/
CC(=O)N1CCc2cc(S(=O)(=O)NC(C(=O)NC(C)c3ccccc3)C(C)C)ccc21 (stereo not given)	-5	2	-2.2	3.5	96	-3.5	2	-13	18	-2	-1.9
CCOc1ncccc1C(=O)NCCc1c[nH]c2ccccc12	-6	95	0.6	-2.2	103	-0.9	1	-35	6	12	-2.3
O=C1N[C@@H](Cc2ccccc2)C(=O)N2[C@H]1C[C@]1(Br)c3ccccc3N(S(=O)(=O)c3ccc(F)cc3)[C@H]21	-8	-3	0.6	1.4	96	-3.9	-3	-26	18	4	-0.2
COc1ccc(C(=O)CCC(=O)N2CCN(c3ccc(C)cc3)C(C)C2)cc1 (stereo not given)	-9	-8	2.0	3.9	/	-2.7	14	-3	14	-1	0.6
O=C(CNC(=O)C(c1ccccc1)c1ccccc1)OCc1ccccc1	-1	14	2.4	-0.2	93	1.9	-11	11	-9	-4	-2.2
CN=C1S/C(=C\c2cc(C)n(-c3ccccc3F)c2C)C(=O)N1C	-4	13	3.1	3.1	105	2.6	-36	-23	-14	-6	-1.9
CCOC(=O)[C@@H]1[C@H]2COc3ccccc3[C@H]2N2C(=O)N(c3ccc(Cl)cc3)C(=O)[C@]12C	3	0	2.5	2.8	95	-0.2	-76	-4	1	-6	-2.2
O=C(NCCc1nc2ccccc2[nH]1)c1ccc([N+](=O)[O-])cc1	-2	4	0.5	1.4	113	0.4	-2	10	-2	-3	-1.0
O=C(CCC(=O)c1cccs1)NC1CCCCCC1	-6	/	3.2	-0.7	105	-1.2	-25	-9	6	0	-0.6
CN(C)S(=O)(=O)N1CCC(Oc2cccc(C(=O)NCCC3=CCCCC3)c2)CC1	4	9	-2.3	-0.9	110	1.8	0	5	-10	1	-1.2
CCOC(=O)N1C(=O)[C@](CC)(c2ccccc2)N1C(=O)OCC	-6	-27	2.5	2.7	106	-0.2	28	6	1	1	1.0
Cc1cc(OCC(=O)NNC(=S)NC(=O)c2ccc(Br)o2)ccc1Cl	0	23	-2.6	/	102	-2.3	-14	17	12	-7	/

For convenience, some entries already given:
SMILES	PKA-R1A activ	Mot1-301 SUMO	phage Ecoli inh	AddAB inh	DSG3 Ab inh	OPRM1-OPRD1 ag	PfHsp90 set2	HTR5A inv ctr	OPRM1-OPRD1 inv	HTR5A ag ctr	E coli growth
CC(=O)N1CCc2cc(S(=O)(=O)NC(C(=O)NC(C)c3ccccc3)C(C)C)ccc21 (stereo not given)	-5	2	-2.2	3.5	96	-3.5	2	-13	18	-2	-1.9
CCOc1ncccc1C(=O)NCCc1c[nH]c2ccccc12	-6	95	0.6	-2.2	103	-0.9	1	-35	6	12	-2.3
O=C1N[C@@H](Cc2ccccc2)C(=O)N2[C@H]1C[C@]1(Br)c3ccccc3N(S(=O)(=O)c3ccc(F)cc3)[C@H]21	-8	-3	0.6	1.4	96	-3.9	-3	-26	18	4	-0.2
COc1ccc(C(=O)CCC(=O)N2CCN(c3ccc(C)cc3)C(C)C2)cc1 (stereo not given)	-9	-8	2.0	3.9	/	-2.7	14	-3	14	-1	0.6
O=C(CNC(=O)C(c1ccccc1)c1ccccc1)OCc1ccccc1	-1	14	2.4	-0.2	93	1.9	-11	11	-9	-4	-2.2
CN=C1S/C(=C\c2cc(C)n(-c3ccccc3F)c2C)C(=O)N1C	-4	13	3.1	3.1	105	2.6	-36	-23	-14	-6	-1.9
CCOC(=O)[C@@H]1[C@H]2COc3ccccc3[C@H]2N2C(=O)N(c3ccc(Cl)cc3)C(=O)[C@]12C	3	0	2.5	2.8	95	-0.2	-76	-4	1	-6	-2.2
O=C(NCCc1nc2ccccc2[nH]1)c1ccc([N+](=O)[O-])cc1	-2	4	0.5	1.4	113	0.4	-2	10	-2	-3	-1.0
O=C(CCC(=O)c1cccs1)NC1CCCCCC1	-6	/	3.2	-0.7	105	-1.2	-25	-9	6	0	-0.6
CN(C)S(=O)(=O)N1CCC(Oc2cccc(C(=O)NCCC3=CCCCC3)c2)CC1	4	9	-2.3	-0.9	110	1.8	0	5	-10	1	-1.2
CCOC(=O)N1C(=O)[C@](CC)(c2ccccc2)N1C(=O)OCC	-6	-27	2.5	2.7	106	-0.2	28	6	1	1	1.0
Cc1cc(OCC(=O)NNC(=S)NC(=O)c2ccc(Br)o2)ccc1Cl	0	23	-2.6	/	102	-2.3	-14	17	12	-7	/
